Compound activity deposited in PubChem BioAssay by several laboratories.
ROMK mod = modulates human ROMK potassium channel activity | Tet-inducible ROMK, thallium flux fluorescence; actives lie on both sides | P48048 | 130,000 tested, 2% active | AID 1918 | B-score at 10 µM;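 active = signal ratio slope over the read window, or its plate-corrected B-score, at least 3 SD from the plate mean, either direction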;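 note: B-score of the F/F0 ratio slope over 7 to 12 s after thallium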
PPARg SRC2 recr = promotes SRC-2 coactivator recruitment by human PPARgamma; P37231; PPARgamma LBD-SRC-2 recruitment, biochemical; activation, % at 8 µM; 200,000 tested, 0.34% active; in the data active = activation above about 22%;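 note: 0% = vehicle and 100% = reference agonist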
Target sequence (P37231 whole entry, looked up, the tested form may be a part): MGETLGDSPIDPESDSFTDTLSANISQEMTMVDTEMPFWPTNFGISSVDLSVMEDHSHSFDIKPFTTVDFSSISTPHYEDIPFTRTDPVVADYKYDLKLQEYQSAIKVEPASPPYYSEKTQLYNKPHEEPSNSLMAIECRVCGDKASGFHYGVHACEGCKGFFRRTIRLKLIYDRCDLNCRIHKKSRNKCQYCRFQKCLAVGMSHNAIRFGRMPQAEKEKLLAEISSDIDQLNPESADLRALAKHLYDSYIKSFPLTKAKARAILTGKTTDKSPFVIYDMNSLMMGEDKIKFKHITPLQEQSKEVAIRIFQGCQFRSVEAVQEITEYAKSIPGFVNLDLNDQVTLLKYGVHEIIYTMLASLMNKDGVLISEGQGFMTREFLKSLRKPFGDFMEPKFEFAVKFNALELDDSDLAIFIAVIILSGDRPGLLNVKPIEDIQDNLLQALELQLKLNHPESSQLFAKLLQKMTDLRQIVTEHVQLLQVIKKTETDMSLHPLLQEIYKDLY
PPARg SRC-3 ag = PPARgamma-driven SRC-3 recruitment agonism; activation, % at 8 µM; P37231; AID 731; 200,000 tested, 0.26% active; biochemical PPARgamma/SRC-3 coactivator recruitment assay; in the data active = activation above about 23%;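 note: 0% = DMSO and 100% = reference agonist; some compounds past the cut are filed as inactive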
DTT redox prof = compounds producing H2O2 with reducing agent – biochemical, NIH compound library profiling, artefact control for MLSCN library redox annotation, primary screen; 200,000 tested, 0.03% active; activation, % at 10 µM; DTT-dependent redox cycling H2O2, phenol red/HRP absorbance; 100% = 100 µM peroxide control, 0% = buffer; AID 878;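 active = activation of at least 50% relative to the plate's high and low controls in the primary single-dose screen; inactive = activation below 50%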;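 note: compound incubated with DTT at 0.8 mM final as the reducing agent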
RAM inhibit = inhibitors of the yeast RAM network. S. cerevisiae dse1pr::URA3 reporter, 5-FOA growth OD615, 2 d; analog-sensitive cbk1-as2 kinase mutant strain. inhibition, % at 50 µM. 190,000 tested, 1.8% active. AID 868;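 active = inhibition above a set limit, 3 SD over mean compound inhibition, cut at about 8.4% in these data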;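 note: 0% = DMSO-only wells with no growth and 100% = 10 µM 1-NA-PP1 full growth; inhibition rescues growth on 5-FOA so higher OD means more RAM inhibition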
Efa HMGR inh = inhibitors of class II HMG-CoA reductase from Enterococcus faecalis | AID 1066 | purified E. faecalis HMGR, NADPH absorbance 340 nm kinetic | inhibition, % at 10 µM | 190,000 tested, 0.41% active;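 active = inhibition above a set limit, the median over all tested compounds plus 3 SD, cut at about 9.5% in these data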;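 note: enzyme runs in reverse so mevalonate oxidation gives rising NADPH absorbance; 0% = complete reaction with DMSO and 100% = background rate lacking mevalonate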
SRC2 TRFRET art = flags TR-FRET format artefacts in PPARgamma SRC-2 recruitment agonist screen. TR-FRET artefact counter-screen; stronger effect = higher value. TR-FRET ratio at 8 µM. 200,000 tested, 0.4% active. AID 1049; in the data active = TR-FRET ratio above about 2000; note: inactives centre near 1500; reference of the scale not given here
L major viab = Leishmania major promastigote growth inhibition; Leishmania major promastigotes, resazurin fluorescence viability; inhibition, % at 10 µM; 200,000 tested, 9% active; AID 1063; in the data active = inhibition above about 50%;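 note: promastigotes grown with compound for 44 hours at 28 °C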
bIAP inhibitor = blocks bovine intestinal alkaline phosphatase activity | AID 1019 | purified bovine IAP, CDP-star luminescence, 30 min | inhibition, % at 20 µM | 190,000 tested, under 10 active;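 active = over 50% inhibition of intestinal alkaline phosphatase at 20 µM in the single-dose screen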
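Assay system: bovine IAP enzyme; medium: DEA buffer 100 mM, pH 9.8, with MgCl2 1.0 mM, ZnCl2 0.02 mM; doses: 20 µM single dose; incubation: enzyme reaction for 30 min at room temperature; detection: CDP-star luminescence signal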
PPARg SRC1 recr = promotes SRC-1 coactivator recruitment by human PPARgamma; P37231; PPARgamma-SRC-1 coactivator recruitment biochemical assay; activation, % at 8 µM; 200,000 tested, 0.41% active; AID 631; in the data active = activation above about 19%;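 note: 0% = DMSO and 100% = reference agonist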
S1P3 antag = S1P3 (human) receptor antagonism; CHO S1P3 NFAT-BLA reporter, FRET fluorescence, antagonist mode; inhibition, % at 4.98 µM; 170,000 tested, 0.27% active;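 active = inhibition above the plate cutoff, the mean inhibition of test wells on that plate plus 3 SD, cut at about 28% in these data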;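 note: cells challenged with S1P at its EC80 of 0.8 µM; blue over green emission ratio from cleaved BLA substrate after 4 h stimulation; 0% = S1P-stimulated wells and 100% = unstimulated DMSO-only wells; some compounds past the cut are filed as inactive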
Target sequence (Q99500 whole entry, looked up): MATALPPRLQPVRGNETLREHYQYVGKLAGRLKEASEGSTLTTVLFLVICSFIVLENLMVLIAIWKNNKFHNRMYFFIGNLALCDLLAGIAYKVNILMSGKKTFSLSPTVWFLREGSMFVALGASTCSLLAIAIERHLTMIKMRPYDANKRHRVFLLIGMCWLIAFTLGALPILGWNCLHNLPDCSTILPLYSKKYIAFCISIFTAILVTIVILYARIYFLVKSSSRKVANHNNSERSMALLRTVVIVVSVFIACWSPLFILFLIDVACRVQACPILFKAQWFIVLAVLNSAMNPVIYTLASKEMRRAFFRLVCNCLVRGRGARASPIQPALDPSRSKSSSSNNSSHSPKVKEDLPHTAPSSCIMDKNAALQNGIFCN
* marks the source's active call; other numbers are inactive results; / = no result given. An unsorted share of the library. About 13% of those tested had a hit in this group.

SMILES	ROMK mod	PPARg SRC2 recr	PPARg SRC-3 ag	DTT redox prof	RAM inhibit	Efa HMGR inh	SRC2 TRFRET art	L major viab	bIAP inhibitor	PPARg SRC1 recr	S1P3 antag
Cc1nc2cc(-c3cccc(F)c3)nn2c(N2CCN(C(=O)c3ccco3)CC2)c1C	0.31	-3	-8	0.1	6.3	-3	1410	11	2	8	/
NS(=O)(=O)c1ccc(CCNC(=S)Nc2ccc(S(N)(=O)=O)cc2)cc1	/	5	2	0.2	-0.4	5	1583	48	-15	3	5
CSc1ccc(CN2C(=O)NC3(CCCCCCC3)C2=O)cc1	-0.006	-7	1	0.0	2.8	-2	1413	20	21	0	9
CO/N=C/NC(=O)c1c(OC)ccnc1Oc1ccc(F)cc1	/	1	-3	-1.5	2.0	0	1580	-2	5	6	/
CC(C)Oc1cccc(C(=O)C2CCCN(Cc3cnc(N4CCOCC4)s3)C2)c1 (centres undefined)	-0.57	9	3	-0.3	1.8	-3	1841	29	8	-1	-5
Cc1ccc(Nc2nc(C)cs2)cc1	-0.8	1	4	3.7	0.6	-6	1596	-3	-12	0	6
CC1(C)CC(=O)C2=C(C1)Nc1[nH]n(-c3ccccc3)c(=O)c1C2c1ccc2c(c1)OCO2 (centres undefined)	0.87	16	8	0.6	0.8	-8	1669	-12	8	5	-4
O=C(CN1C(=O)/C(=C\c2ccc(C(F)(F)F)cc2)Sc2ccccc21)NCc1ccco1	-0.31	-5	1	1.2	1.1	0	1358	95*	-5	-4	0
CCOC(=O)c1ccc(Cn2cnc3ccccc3c2=O)cc1	/	4	14	2.1	0.2	-2	1607	14	10	1	-14
O=C(O)c1cccc(N/N=C/c2sc(N3CCOCC3)nc2-c2ccccc2)c1	0.91	-13	4	-0.7	0.9	-3	1476	29	-2	2	2
CCOc1ccc(NC(=O)COc2ccc(C(=O)NCCc3ccccc3)cc2)cc1	/	-4	3	0.9	3.1	1	1458	9	33	4	-6
CCCC1(C(=O)OCC)NC(c2ccc(OC)cc2OC)C2C(=O)N(c3ccc4c(c3)OCCO4)C(=O)C21 (centres undefined)	0.28	11	11	0.7	0.2	3	1482	1	2	-5	/
Cn1ccnc1SC(=O)N1c2ccccc2Sc2ccccc21	-0.91	12	8	-0.1	0.6	-2	1690	37	5	7	/
CCCCn1c(SCC(=O)N2CCC(C(=O)OCC)CC2)nc2cc(S(N)(=O)=O)ccc21	-0.42	14	3	0.0	-0.3	4	1545	-1	-7	7	/
O=C(NCCCn1ccnc1)C(=O)NCC1OCCN1S(=O)(=O)c1ccc(Cl)cc1 (centres undefined)	-0.31	19	0	0.6	0.7	4	1455	-2	11	4	-17
O=C(Nc1ccc2oc(-c3cccnc3)nc2c1)c1ccco1	/	-7	0	1.2	-1.1	5	1546	2	2	-2	/
Cc1ccc(OCC(=O)NCc2cccnc2)cc1	/	-1	-1	-0.1	-0.6	0	1225	16	0	-9	-13
COc1cc(NS(=O)(=O)c2ccc(NC(=O)COc3ccccc3C)cc2)nc(OC)n1	/	1	-1	2.6	3.6	-6	1357	-7	4	-3	-26
FC(F)(F)c1cc(-c2ccc(Cl)cc2)nc(NCc2cccnc2)n1	/	-3	3	1.0	3.5	-9	1531	-1	12	9	/
CN(C)S(=O)(=O)c1ccc(N2CCCC2)c(C(=O)Nc2ccc(N3CCOCC3)cc2)c1	/	4	0	0.6	4.2	-3	1459	10	-5	-1	/
N#Cc1cccnc1Nc1cccc(Cl)c1	/	4	1	0.0	1.0	-10	1604	-3	4	-3	4
COc1ccc(CCN=C(N)NS(=O)(=O)c2cccs2)cc1	0.19	1	-4	-0.1	0.7	1	1673	-8	-7	5	5
COc1ccc(Nc2nccc3c2nnn3C)cc1	1	-3	7	1.0	0.6	2	1646	2	7	7	-8
O=C1C2C3CC(C(Br)C3Br)C2C(=O)N1c1ccccn1 (centres undefined)	/	10	3	1.0	0.4	-6	1582	1	2	-1	/
CCCc1cc(C(=O)Nc2cc(C)nn2-c2ccccc2)no1	/	8	1	0.7	5.2	-6	1599	-14	4	5	-20
NS(=O)(=O)c1cccc(NC(=O)CSc2nc3ccc(Cl)cc3[nH]2)c1	0.33	10	6	0.0	1.1	-4	1577	2	-27	1	-8
Cc1nc(NC(C)c2ccccc2)c2oc3ccccc3c2n1 (centres undefined)	/	7	12	-1.0	-0.2	-5	1712	17	-1	7	33
OC(Cn1cncn1)(c1ccccc1)c1ccccc1	-0.85	-7	-1	0.1	0.9	2	1561	-2	16	-10	/
Cn1c(N)c(C(=O)c2ccc(F)cc2F)c(=O)n(C)c1=O	/	-3	0	0.5	0.5	-7	1583	-4	18	0	2
N#Cc1nc(COc2ccc(Br)cc2)oc1NCCCn1ccnc1	-2.7	-15	-6	2.1	0.5	3	1538	20	-47	-5	8
CC(C)CCNC(=O)C1CCCN1C(=O)NC1CCCCC1 (centres undefined)	/	0	2	-0.3	1.7	-2	1651	-4	-4	-2	/
CCOC(=O)c1ccc(CNCc2ccc(Br)cc2)cc1	-0.018	5	4	-0.2	2.0	-1	1564	45	10	1	-4
CN(C)/C=C1/N=C(c2ccccc2)OC1=O	-0.99	3	1	0.3	0.2	-6	1323	-2	12	-1	/
CCSC1=C(C#N)C(c2ccccc2OC)CC(=O)N1 (centres undefined)	/	3	3	-0.7	1.5	0	1763	17	12	-1	3
CN1CCN(C2=C(Cl)C(=O)N(c3cccc(Cl)c3)C2=O)CC1	0.4	-3	-12	2.5	0.5	-2	1334	0	8	3	8
CC(C)[C@H](NS(=O)(=O)c1ccc2c(c1)OCCO2)C(=O)OCC(=O)Nc1cc(Cl)ccc1Cl	/	3	3	-0.1	7.1	2	1705	15	6	11	-34
CCOC(=O)N1CC=C2C(C#N)=C(N)C(C#N)(C#N)[C@H](c3ccccc3OCC)[C@H]2C1	-1.2	6	8	2.8	1.8	-1	1410	11	-2	0	-3
COC(=O)C(C(=O)OC)c1ccc(-n2cccc2)cc1	-0.17	0	4	-0.5	-0.1	-4	1515	6	-4	-1	12
S=C(NCc1ccco1)Nc1cc(-c2ccccc2)[nH]n1	-2.3	0	-2	-0.5	0.3	2	1629	9	14	-1	24
Cc1ccccc1C(=O)N1CCC(C(=O)O)CC1	-1	6	1	0.0	3.2	4	1510	-3	16	1	/
COC(=O)c1sccc1NC(=O)CN(C)NS(=O)(=O)c1ccc(Cl)cc1	/	2	0	0.9	3.4	1	1619	5	-13	4	/
Cc1ccc(S(=O)(=O)CC(=O)NC2CC2)cc1	0.12	4	-4	0.1	1.9	-1	1533	-2	42	-3	/
N#CC(C#SN)=C1CCCCC1	0.0076	-10	-1	1.7	0.3	-6	1480	-6	-50	-3	-11
O=C(NCc1cccnc1)c1cccc(C(F)(F)F)c1	0.43	8	-8	0.9	0.3	3	1462	-1	8	0	5
CCCC(=O)Nc1nc(-c2ccc3c(c2)CCN3S(C)(=O)=O)cs1	/	5	2	2.2	4.5	-6	1580	10	-2	11	/
CCOc1[nH]n(-c2ccccc2)c(=O)c1C=Nc1ccc(OC)cc1	-0.45	-5	-1	-2.2	9.0*	-5	1646	1	-16	3	7
CC1(C)Cc2noc(N)c2C(C)(C)N1OC(=O)c1scc2c1OCCO2	-0.56	4	9	-0.2	0.4	2	1426	6	3	9	-25
Cc1cnc(NC(=O)CN2CCN(c3ccccn3)CC2)s1	/	-2	7	1.2	0.5	-7	1719	-5	9	12	24
CCNC(=S)NNC(=O)c1csc2c1CCCC2	0.023	9	5	-6.4	-0.2	-3	1581	-7	-27	0	/
CCCC(=Nc1ccccc1OC)C1=C(O)CC(c2ccccc2)CC1=O (centres undefined)	0.51	0	1	0.0	0.3	0	1761	99*	-15	6	7
CN(C)c1cccc(C(=O)NNC(=S)NC2CCCC2)c1	-0.1	1	4	0.8	1.1	-1	1558	-3	-36	1	-8
COC(=O)C(NC(C)=O)(Nc1nc2c(C)cc(C)cc2s1)C(F)(F)F (centres undefined)	-0.015	-2	6	0.0	1.4	-3	1435	16	-3	0	/
CNC(=O)CCC(=O)Nc1ccc(C(=O)OC)cc1	/	9	-5	-0.8	-1.1	-1	1505	-6	6	-2	-27
Cc1ccc2oc(-c3ccc(NC(=O)CC(C)C)cc3)nc2c1	/	-2	1	12	7.2	-5	1182	-4	8	2	54*
N#CCn1c(C2CCCCC2)nc2ccccc2c1=O	-0.023	0	-10	0.6	-1.7	-8	1186	16	3	-8	/
CCOC(=O)/C=c1\s/c(=C\c2c(OC)ccc3ccccc23)c(=O)n1CC(=O)NCC1CCCO1 (centres undefined)	-1.6	1	3	-0.7	-0.9	1	1499	38	13	-2	/
O=C(CCn1cccc1)NCCc1ccc(Cl)cc1	-0.48	-13	4	-0.5	1.3	-4	1776	3	8	2	-2
CC(=O)Nc1cccc(Oc2nc(C)cc(C)c2C#N)c1	/	-1	1	-0.4	1.0	-1	1425	29	0	-1	-16
O=C(COC(=O)Cc1ccc(Cl)cc1)Nc1ccccc1F	-0.0054	1	1	-1.6	-1.0	-1	1584	-2	-2	10	-5
CCCCOC(=O)Nc1ccc(S(=O)(=O)Nc2nc(C)cc(C)n2)cc1	0.77	1	4	0.2	0.6	-2	1486	-6	1	6	/
Carrying on.
SMILES	ROMK mod	PPARg SRC2 recr	PPARg SRC-3 ag	DTT redox prof	RAM inhibit	Efa HMGR inh	SRC2 TRFRET art	L major viab	bIAP inhibitor	PPARg SRC1 recr	S1P3 antag
COC(=O)C12CCC3(SCCS3)C(C(=O)OC)(CCC13SCCS3)C2	-0.39	-5	6	-0.1	1.1	-4	1660	13	10	-6	1
Cc1cc(-c2nnc(SCC(=O)c3ccc(F)cc3)o2)no1	0.51	-1	2	-0.5	2.2	-9	1665	11	-10	2	-7
O=C(Nn1cnnc1)c1ccccc1-c1ccccc1	/	3	-8	0.2	1.4	0	1308	-8	13	-1	-13
NC(=O)C[C@H]1NC(=O)[C@H](CCC(=O)O)NC(=O)c2cc([N+](=O)[O-])cc(I)c2NCCC[C@@H](C(N)=O)NC1=O	-0.4	2	-3	0.9	-0.1	-5	1441	-7	6	7	-11
COc1ccc(NC(=O)COC(=O)COc2cccc(Br)c2)cc1OC	0.028	0	-2	-1.9	0.4	-2	1678	-12	1	-6	-9
CNC(=O)c1cc2cc(Br)ccc2s1	-0.24	7	-2	-1.9	0.8	1	1661	-3	13	1	-10
O=C(NC1CCCC1)C(c1ccccn1)N(C(=O)c1csnn1)C1CC1 (centres undefined)	0.1	-6	-12	2.2	0.8	-3	1546	4	7	2	1
Cc1ccc(C)c(-n2c(=O)c(C#N)cc3c(=O)n4ccccc4nc32)c1	-0.3	-8	-4	-0.4	0.5	-7	1467	2	-16	-7	-30
